# Screening results as filed in PubChem.
# Shiga inhibitor = inhibitors of Shiga toxin in Vero cells. 290,000 compounds, 9.2% hits. inhibition, % at 38.7 µM. AID 2315. Vero cells, Shiga toxin protein synthesis inhibition reporter; in the data active means inhibition mostly above about 28%, no sharp cut-off; inactive means mostly below about 43%; further: 0% is about no effect
# Pf growth 48h = P. falciparum growth inhibition at 48 hours (one generation). 310,000 compounds, 5.9% hits. Potency, µM (series often up to 28.7 µM), without a hit: at the highest dose activity change, negative = inhibition, usual class: inhibitors. P. falciparum luciferase growth in erythrocytes, 48 h. AID 504832; further: potency means the concentration at half of the fitted maximal effect; on the % scale 0 is the no-effect control and ±100 the full control effect
#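 Read-out is firefly luciferase luminescence from an integrated reporter in P. falciparum, so falling signal marks reduced parasite growth. Infected erythrocytes were at 2% hematocrit and 0.1% parasitemia (final) in Albumax-supplemented RPMI 1640.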
# Cycloheximide cs = counter-screen hit for Shiga toxin inhibitors, cycloheximide | cell reporter, cycloheximide protein synthesis inhibition counterscreen | max response, % | 300,000 compounds, 12% hits; in the data active means max response mostly above about 13%, no sharp cut-off; inactive means mostly below about 14%; further: read at 38.3 µM for the half of the compounds with a filed dose; 0% is about no effect
# HCV inhibitor = inhibitors of hepatitis C virus infection. Huh7.5.1 HCVcc-Cre infection, luciferase reporter, 44 h. Potency, µM (highest dose often 41.8 µM), without a hit: at the highest dose activity change, negative = inhibition, most hits filed as inhibitors. 340,000 compounds, 3.4% hits; further: potency means the concentration at half of the fitted maximal effect; on the % scale 0 is the no-effect control and ±100 the full control effect
#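 A cell-based infection assay in which seeded cells (1,000 per well) receive test compound after 4 h, are inoculated with HCVcc-Cre at approximately 0.5 moi, and are incubated 44 h before luminescence detection.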
# Pf growth 96h = P. falciparum growth inhibition at 96 hours; P. falciparum luciferase reporter growth, 96 h; Potency, µM (series often up to 28.7 µM), for inactives: top-dose activity change, negative = inhibition, usual class: inhibitors; 320,000 compounds, 6.9% hits; AID 504834; further: potency means the concentration at half of the fitted maximal effect; on the % scale 0 is the no-effect control and ±100 the full control effect
#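 Delayed-death screen, second-generation endpoint: infected erythrocytes, 2% hematocrit, 0.05% parasitemia final; 96 hours at 37 C, 5% CO2; luciferase detection reagent; luminescence decrease equals reduced growth.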
# FBPA Giardia inh = inhibitors of Giardia lamblia fructose-1,6-bisphosphate aldolase; Potency, µM (series often up to 59.6 µM), for inactives: at the top dose activity, negative = inhibition, actives largely listed as inhibitors; purified Giardia FBPA; A8B2U2; 290,000 compounds, 0.71% hits; AID 2451; further: potency means the concentration at half of the fitted maximal effect; on the % scale 0 is the no-effect control and ±100 the full control effect; nearly all actives have a fitted effect of over 55% in size
# Target sequence (A8B2U2 whole entry, looked up): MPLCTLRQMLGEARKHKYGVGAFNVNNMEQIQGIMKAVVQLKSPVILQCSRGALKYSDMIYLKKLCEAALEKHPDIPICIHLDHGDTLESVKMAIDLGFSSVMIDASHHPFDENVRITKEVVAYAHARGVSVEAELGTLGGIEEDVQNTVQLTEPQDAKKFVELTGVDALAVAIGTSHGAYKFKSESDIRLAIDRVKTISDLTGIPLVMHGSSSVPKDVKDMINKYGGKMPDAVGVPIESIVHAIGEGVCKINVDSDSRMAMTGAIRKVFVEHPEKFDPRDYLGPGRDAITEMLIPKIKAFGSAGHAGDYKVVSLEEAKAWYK
#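 40 nM FBPA preincubated 10 min at RT with compound (up to 57.5 uM final), then substrate plus GAPDH/TPI/NAD/arsenate coupling and diaphorase/resazurin added. Fluorescence read after 20 min at RT, 525/598 nm.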
# Active calls of the source: *; ? = inconclusive; . = no result given; [ ] = remark or other dose. Unless noted, the call rests on the fitted dose curve; in most records, active means well fitted curve in the direction sought with a large enough effect; inconclusive means small, poorly fitted or top-dose-only effect, or another doubt; inactive means no such curve, though single readings can be large; an effect the other way counts as inactive or inconclusive. Random draw from the library (roughly 24% active in at least one column).
# Sample of the layout:
SMILES,Shiga inhibitor,Pf growth 48h,Cycloheximide cs,HCV inhibitor,Pf growth 96h,FBPA Giardia inh
c1ccc(Nc2nc(NCC3CCCO3)c3ccccc3n2)cc1 (stereo not drawn),13,?,9,7.1µM*,9%,-9%
COc1ccc(C(=O)NC(=S)NNC(=O)c2ccco2)cc1,22,-40%,27*,-15%,1%,7%
N#CN=C(c1ccccc1)c1ccccc1,12,21%,1,5%,7%,-3%
CCN1CCN(c2cc(C)c3cc(NC(=O)c4cnccn4)ccc3n2)CC1,24,.,4,-20%,-20%,-1%
CCCOc1ccc(C(=O)Nc2c[nH]c(=O)[nH]c2=O)cc1,-11,0%,1,18%,79%[activator],6%
CSc1ncccc1C(=O)Nc1ccc(S(=O)(=O)Nc2nccs2)cc1,17,10%,-5,-4%,-19%,1%

# Main list, repeating the preview:
SMILES,Shiga inhibitor,Pf growth 48h,Cycloheximide cs,HCV inhibitor,Pf growth 96h,FBPA Giardia inh
c1ccc(Nc2nc(NCC3CCCO3)c3ccccc3n2)cc1 (stereo not drawn),13,?,9,7.1µM*,9%,-9%
COc1ccc(C(=O)NC(=S)NNC(=O)c2ccco2)cc1,22,-40%,27*,-15%,1%,7%
N#CN=C(c1ccccc1)c1ccccc1,12,21%,1,5%,7%,-3%
CCN1CCN(c2cc(C)c3cc(NC(=O)c4cnccn4)ccc3n2)CC1,24,.,4,-20%,-20%,-1%
CCCOc1ccc(C(=O)Nc2c[nH]c(=O)[nH]c2=O)cc1,-11,0%,1,18%,79%[activator],6%
CSc1ncccc1C(=O)Nc1ccc(S(=O)(=O)Nc2nccs2)cc1,17,10%,-5,-4%,-19%,1%
CCOC(=O)C1CCCN(c2c(Nc3cccc(C)c3)c(=O)c2=O)C1 (stereo not drawn),-5,.,-2,3%,8.3µM*,1%
CCOc1ccc(N2C=Nc3ccc(OCC)cc3C2)cc1,48*,?,14*,?,?,6%
FC(F)Oc1cccc2cccnc12,-1,-18%,-4,0%,-5%,1%
CC(=O)N1CCOc2ccc(S(=O)(=O)NCc3ccc(C)cc3)cc21,-7,-23%,2,-8%,?,-7%
COc1cc(C=O)ccc1OCC(=O)Nc1ccccc1N1CCOCC1,-5,-17%,-1,11%,?,.
S=C(Nc1ccc(Cl)cc1Cl)NC1CCN(Cc2ccccc2)CC1,-4,?,1,?,?,6%
c1ccc(-c2cccc(-c3ccccc3)n2)cc1,54*,.,48*,-1%,45%[activator],0%
COc1ccc(-c2c(C)nn(-c3ccccc3)c2N)cc1OC,15,-20%,-2,11%,-13%,-3%
CCOc1ccc(N(CC(=O)Nc2ccccc2Cl)S(C)(=O)=O)cc1,74*,0%,28*,-19%,?,1%
CC(=O)N1CCN(S(=O)(=O)c2ccc(S(=O)(=O)N3CCCC(C)C3)cc2)CC1 (stereo not drawn),-9,35%[activator],-2,8%,19%,.
CCCN(CCC)C(=O)c1ccc2c(c1)N(Cc1ccccc1)C(=O)CS2=O (stereo not drawn),-13,-4%,-3,3%,-25%,5%
COc1cccc(CC(NC(C)=O)C(=O)NC2CCN(C(=O)c3ccncc3)CC2)c1OC (stereo not drawn),-7,7%,-7,-24%,1%,-10%
Clc1cccc(/C=N/Nc2nnc(Cl)c3ccccc23)c1,62*,?,19,8%,?,-10%
CN(C)CCCN(C(=O)COc1ccc(Cl)cc1)c1nc2ccc(F)cc2s1,46,-15%,9,-13%,?,-1%
CNC(=O)Cn1nc(-c2ccc(Cl)cc2)c2ccccc2c1=O,19,9%,-4,7%,12%,6%
CCN1CCN(C(=O)c2ccc3c(c2)S(=O)(=O)c2ccccc2C3=O)CC1,18,20%,5,3%,-23%,-8%
COc1cc(NC(=O)c2ccc(C(=O)c3ccccc3)cc2)cc(OC)c1OC,-24,-11%,-3,?,-3%,.
Cc1oc(/N=C/c2cccc([N+](=O)[O-])c2)c(C#N)c1C,-8,4%,-2,1%,2%,1%
CCS(=O)(=O)N1CCC(C(=O)Nc2cc(Cl)ccc2O)CC1,-3,0%,-4,-5%,32%[activator],-5%
Cc1ccc(-n2c(O)c(C=Nc3ccccc3-c3n[nH]c(=S)[nH]c3=O)c3ccccc3c2=O)cc1C,39,?,-2,-7%,?,4%
CCCCC(CCC(=O)Nc1cccc([N+](=O)[O-])c1)C(=O)O (stereo not drawn),28,-8%,-1,-5%,10%,7%
CC1=C(C(=O)N2CCOCC2)C(c2ccccc2F)C2=C(CC(C)(C)CC2=O)N1 (stereo not drawn),-3,3%,-3,17%,-2%,15%
O=C1CC(c2cccs2)c2cc3c(cc2N1)OCCO3 (stereo not drawn),-3,?,-1,-27%,.,-3%
CCOC(=O)c1ccc(-c2ccc(/C=N/NC(=O)CN(c3ccccc3Cl)S(C)(=O)=O)o2)cc1,5,-66%,14*,?,?,-2%
CCOC(=O)[C@H]1[C@H]2COc3ccc(OC)cc3[C@@H]2N2C(=O)CN(Cc3ccco3)C(=O)[C@@]12C,.,?,.,5%,?,.
COc1ccc(-c2nnc(SCC(=O)Nc3cc(C)on3)n2N)cc1OC,-3,-11%,-1,-1%,-13%[5.75 µM],-8%
CC1=NN(C(N)=S)C(=O)C1N=Nc1ccc(C)c(Br)c1 (stereo not drawn),59*,.,36*,-2%,1%,23%
Cc1cc2nc(C(F)(F)F)[nH]c(=O)n2n1,23,6%,-5,29%,-18%,-2%
O=C(NCc1cccs1)c1cnn2cccnc12,27,-6%,0,-3%,2%,7%
COc1ccc(C(=O)CCC(=O)NCCc2ccccc2F)cc1,-3,4%,-4,-3%,0%,7%
Cc1sc2c(c1C)CN(C1CC(C)(C)NC(C)(C)C1)CN2C(=O)c1ccco1,44*,?,23*,?,161%[activator],0%
COc1ccc(CN2CN(C3CCCC3)CSC2=S)cc1,18,?,3,-14%,?,-13%
CN1CCN(c2ccc(C(F)(F)F)cc2NC(=O)Nc2ccccc2)CC1,-8,.,5,?,1.5µM*,9%
Cc1nccn1CC(=O)N/N=C/c1ccccc1O,3,-7%,-1,14%,37%[activator],23%
COc1ccc(-c2ccc(-c3noc(-c4cccs4)n3)c(OC)n2)cc1,-3,-8%,10,3%,3%,4%
COc1cc(/C=C(/C#N)C(=O)NCCCc2ccccc2)ccc1OCC(=O)O,-3,14%,-1,15%,?,-9%
Cc1cc(C)nc(SCC(=O)Nc2ccc(N3CCOCC3)c(Cl)c2)n1,-15,-14%,-3,7.9µM*,.,-1%
CCOC(=O)N1CCN(C(=O)COc2ccc(S(=O)(=O)Nc3ccc(OCC)cc3)cc2)CC1,-11,-21%,-3,?,.,10%
CC(=O)Nc1cc(-c2ccc(Cl)cc2)[nH]n1,40,127%[activator],44*,7%,-10%,-3%
CCOC(=O)c1c(/N=C/N(C)C)sc(C=O)c1-c1ccccc1,-12,-20%,-2,-11%,1%,2%
Cc1ccc(C(=O)Oc2cc(-c3ccccc3)no2)cc1,31,.,4,10%,?,-2%
O=C(Cn1c(=O)c(=O)n(Cc2ccccc2)c2ccc(Cl)cc21)Nc1ccc(F)cc1F,-10,-36%[5.75 µM],-2,13%,?,-2%
Oc1c(Br)cc(Br)c2cccnc12,.,?,.,?,9.5µM*,-13%
CC1(C)OC(=O)C(=CNc2ccc(F)cc2)C(=O)O1,24,12%,12,16%,.,4%
CCOC(=O)/C(C(N)=NCCCO)=C(/O)c1ccccc1,7,5%,-3,-7%,?,.
CCc1nc2ccc(C(=O)N3CCN(c4cccc(OC)c4)CC3)cc2nc1CC,2,-24%,1,-14%,?,.
CCc1ccc(/C=N/NC(=O)Cc2ccc(OC)c(OC)c2)s1,-4,-4%,0,-10%,-12%,.
Cc1ccc2[nH]c(SCC(=O)N3CCOCC3)nc2c1C,98*,124%[activator],52*,-8%,1%,2%
COc1ccc(N(Cc2cc3ccc(C)cc3[nH]c2=O)C(=O)C2CCCO2)cc1 (stereo not drawn),-3,-29%,-5,-15%,1%,3%
CC1CCCCC1NS(=O)(=O)c1ccc2c(c1)CCC(=O)N2 (stereo not drawn),.,?,.,6%,2%,.
COc1ccc(C(=O)C2CCCN(C(=O)c3cccnc3OC)C2)c(C)c1 (stereo not drawn),25,?,7,-5%,-17%,-3%
O=[N+]([O-])c1ccc(N2CCN(S(=O)(=O)c3ccccc3)CC2)cc1NCCN1CCOCC1,-5,13µM*,-3,?,9.3µM*,-23%
CCCCCN(C(=O)CCC(=O)OCC(=O)c1ccc(C(C)(C)C)cc1)c1c(N)n(CCCC)c(=O)[nH]c1=O,.,?,.,-1%,6%,.
O=C(CSc1nnc(Cc2ccccc2)o1)Nc1ccc2c(c1)OCO2,28,.,38*,-5%,184%[activator],-10%

# Later entries:
SMILES,Shiga inhibitor,Pf growth 48h,Cycloheximide cs,HCV inhibitor,Pf growth 96h,FBPA Giardia inh
CCNc1ccccc1CP(=O)(c1ccccc1)c1ccccc1O (stereo not drawn),1,13µM*,-4,-1%,12µM*,1.8µM*
CCOC(=O)CNC(=O)CNC(=O)c1nn(-c2ccc(OC)c(OC)c2)c(=O)c2ccccc12,-5,15%,-3,12%,-6%,6%
Cn1c(=O)n(C)c2cc(/C=N/NC(=O)c3cc4cc(Br)ccc4o3)ccc21,-6,-19%,-3,-19%,0%,6%
CCN(CC)CC(=O)N(CC(=O)Nc1c(C)cc(C)cc1C)C1CCCCC1,-17,13%,-5,8%,-11%[5.75 µM],-1%
CCN(CC(=O)Nc1c(F)cccc1F)C(=O)CNC(=O)c1sc2ccccc2c1Cl,.,20%,.,-19%,34%[activator],.
CC(C(=O)c1c[nH]c2ccccc12)N1CCSCC1 (stereo not drawn),-8,-10%,2,13%,-14%,6%
O=C(CCC(=O)c1ccc(Br)cc1)Nc1cccnc1,-12,0%,-3,3%,?,3%
COCCN(C(=O)CCC(=O)Nc1nccs1)C(C(=O)NC(C)(C)C)c1ccc(Cl)cc1 (stereo not drawn),12,?,-6,14%,40%[activator],-4%
Cc1cc(OCCCn2ccnc2)cc(C(C)C)c1,-21,?,0,15%,36%[1.15 µM],?
CC(C)c1cc(C(=O)N/N=C/c2cccnc2)cs1,41*,21%,21*,38%[activator],20%,0%
COc1ccc(C2=Nn3c(nnc3C(F)(F)F)SC2)cc1,-9,-12%,-1,-8%,-4%,7%
Cc1ccc(C(=O)N/C(=C\c2sccc2C)C(=O)NCc2ccncc2)cc1,-14,5%,-6,11%,36%[activator],10%
O=C(Cc1cccs1)OCC(=O)c1ccco1,20,15%,-2,-6%,31%[activator],3%
CC1(C)CC(C)(O)N(Cc2ccccc2)C(=S)N1 (stereo not drawn),-4,1%,6,2%,?,-1%
OC(COc1ccc(Cl)cc1)CN1C2=NCCCN2c2ccccc21 (stereo not drawn),-17,5.2µM*,-7,13µM*,?,-1%
O=C(O)c1cccc(NC(=O)c2ccccc2NC(=O)c2ccco2)c1,-2,-6%,-1,1%,60%[activator],14%
COC(=O)C1=C(C)N(Cc2ccccc2)C(=NCCCCO)N[C@H]1c1cccc(C(F)(F)F)c1,-5,?,-2,?,?,3%
CCOC(=O)Cc1cnc(NC(=O)CSc2nc(N)cc(=O)[nH]2)s1,-11,-1%,-2,9%,?,1%
O=C(COc1ccc(Cl)cc1)Nc1ccc2c(c1)C(=O)NC2=O,21,22%,6,-2%,?,.
Cc1[nH]n(-c2ccccc2)c(=O)c1/C=C1/C=c2ccccc2=N1,17,-2%,17*,10%,9%,3%
COc1ccc(NC(=O)Cc2c(Cl)cccc2Cl)cn1,-2,7%,3,0%,-16%,-15%
COc1ccc(C2NC(=O)NC(C)=C2C(=O)OCc2ccc3c(c2)OCO3)cc1OC (stereo not drawn),6,4.7µM*,0,13%,484%[activator],12%
